# GPR55 activation = selective activators of receptor GPR55 – imaging, U2OS cells, beta-arrestin-GFP redistribution, primary screen (AID 1961); 290,000 tested, 0.048% active; U2OS GPR55 beta-arrestin-GFP redistribution imaging; higher % means a stronger effect; activation, % at 10 µM; hits with a dose series show EC50 in µM;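 active = activation above 40% with more than 50 cells counted in the well; inconclusive = wells holding fewer than 50 cells, flagged as toxic or sparse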;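 note: U2OS osteosarcoma cells stably expressing GPR55 and beta-arrestin-GFP; plate controls were DMSO negative control for no effect and LPI positive control for full effect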
# KOR beta-arrestin-1 = KOR agonists, beta-arrestin recruitment, primary screen, cell-based, luminescence, uHTS (AID 1777). KOR beta-arrestin recruitment, luminescence; higher % means a stronger effect. activation, % at 10 µM; hits with a dose series show EC50 in µM. 280,000 tested, 0.02% active; in the data active = activation above about 50%, passing the limit was not always enough; note: a part of the inactive calls stands beside numbers as strong as those of hits
# K1F lysis inhibition = inhibition of K1F phage lysis, E. coli UTI89, bacterial capsule biogenesis inhibitors, alamar blue (AID 488966); E. coli UTI89 K1F phage lysis, alamar blue, 2 h; higher % means a stronger effect; inhibition, % at 100 µM; hits with a dose series show IC50 in µM; 340,000 tested, 0.02% active;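 active = phage lysis inhibition, versus mean bacterial control, above a set limit; inconclusive = no clear call, values can overlap the other calls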;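 note: capsule biogenesis inhibitors block K1F phage lysis so surviving cells raise fluorescence; higher fluorescence means more inhibition of phage lysis; actives were called in the ten point dose series up to 300 µM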
# NTR1 agonist = NTR1-driven beta-arrestin-GFP spot formation – imaging, U2OS cells, high content, primary screen (AID 493036); activation, % at 20 µM; 330,000 tested, 0.17% active; P30989; agonist mode;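 active = activation at or above 40% of the spot to cytoplasm intensity ratio, with at least 20 cells analyzed; inconclusive = wells under 20 cells, flagged as cytotoxic or low count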;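 note: 0% = DMSO without peptide and 100% = 100 nM NTR1 peptide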
# Target sequence (P30989 whole entry, looked up): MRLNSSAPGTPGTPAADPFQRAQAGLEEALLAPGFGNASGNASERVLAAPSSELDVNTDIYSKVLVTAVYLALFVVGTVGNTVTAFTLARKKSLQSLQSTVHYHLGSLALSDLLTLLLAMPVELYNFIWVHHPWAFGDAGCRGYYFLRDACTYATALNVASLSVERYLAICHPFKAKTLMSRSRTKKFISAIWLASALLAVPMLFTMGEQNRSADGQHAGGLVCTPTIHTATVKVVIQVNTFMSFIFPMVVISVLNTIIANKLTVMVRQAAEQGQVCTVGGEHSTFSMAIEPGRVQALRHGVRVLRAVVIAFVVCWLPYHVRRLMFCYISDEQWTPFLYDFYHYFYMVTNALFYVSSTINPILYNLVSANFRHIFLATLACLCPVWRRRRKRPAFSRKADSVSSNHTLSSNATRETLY
# GPR35 antagonists = inhibition of zaprinast-stimulated GPR35 beta-arrestin translocation – imaging, U2OS, beta-arrestin-GFP, zaprinast agonist, primary screen (AID 2058); 290,000 tested, 0.052% active; U2OS GPR35 beta-arrestin-GFP translocation imaging, zaprinast antagonism; higher % means a stronger effect; inhibition, % at 10 µM; hits with a dose series show IC50 in µM;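 active = inhibition of at least 50% with at least 30 cells and total cytoplasm GFP at most 10,000,000; inconclusive = under 30 cells or total GFP of 10,000,000 plus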
# KOR beta-arrestin-2 = KOR antagonists, beta-arrestin recruitment, cell-based, luminescence, uHTS (AID 1778). KOR beta-arrestin recruitment, luminescence, antagonist mode; higher % means a stronger effect. inhibition, % at 10 µM, or IC50 in µM where a hit was titrated. 290,000 tested, 0.091% active; in the data active = inhibition above about 50%; note: strong numbers were not always called active
# GPR55 antagonists = inhibition of LPI-stimulated GPR55 beta-arrestin translocation – imaging, U2OS, beta-arrestin-GFP, LPI agonist, primary screen (AID 2013) | U2OS GPR55 beta-arrestin-GFP translocation imaging, LPI antagonism; higher % means a stronger effect | inhibition, % at 10 µM; hits with a dose series show IC50 in µM | 290,000 tested, 0.13% active;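 active = spots per cell inhibited over 60%, with over 100 cells counted and total cytoplasm intensity under 500,000; inconclusive = wells with under 100 cells, flagged as likely toxic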;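 note: U2OS cells stably carrying GPR55 and arrestin-GFP stimulated by 5 µM LPI near EC80; imaged beta-arrestin-GFP aggregate spots per cell after agonist stimulation; plate controls were LPI-stimulated DMSO wells for no effect and DMSO wells without LPI for full effect; some results filed as inactive read as strong as hits; confirmed hits need IC50 under 10 µM and bright autofluorescent wells are also inconclusive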
# MgcRacGAP inhibition = MgcRacGAP GTPase-activating activity inhibitors, confirmation, biochemical, ADP Hunter fluorescence; AID 624330; inhibition, % at 30 µM; hits with a dose series show IC50 in µM; MgcRacGAP-stimulated Rac1 GTP hydrolysis, ADP Hunter fluorescence; higher % means a stronger effect; GST-tagged Rac1 F28L mutant substrate; 340,000 tested, 0.6% active;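 active = first-screen hits whose inhibition reached a set limit at any dose in the follow-up dose series; inconclusive = inhibition above the set first-screen limit but never retested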;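 note: fluorescence reports GDP produced by GAP-driven GTP hydrolysis; strong numbers were not always called active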
# NOD1 inhibition = inhibition of NOD1-driven NF-kB reporter – cell-based, luminescence, uHTS, primary screen (AID 1578); 290,000 tested, 1% active; inhibition, % at 4 µM; hits with a dose series show EC50 in µM; NOD1-driven NF-kB luciferase reporter cells, luminescence; higher % means a stronger effect; in the data active = inhibition mostly above about 36%, no sharp cut-off; inactive = mostly below about 34%;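 note: HEK-293T reporter cells stimulated with the NOD1 agonist gamma-tri-DAP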
# NTR1 agonist cell count 20 µM = second read-out of NTR1 agonist, no call of its own (marks repeat the call); cell count; measured here: cell count, cytotoxicity flag
# Starred values were filed as active, the others as inactive; ? = inconclusive; nt = no result given; [ ] = dose if it differs, or a comment.
Structure	GPR55 activation	KOR beta-arrestin-1	K1F lysis inhibition	NTR1 agonist	NTR1 agonist cell count 20 µM	GPR35 antagonists	KOR beta-arrestin-2	GPR55 antagonists	MgcRacGAP inhibition	NOD1 inhibition
NC(=O)OCCSc1nnc(-c2cccc(C(N)=S)c2)o1	-0.3%	2.4%	1.8%	-0.5	80	16.8%	13.7%	2.8%	4.1%	-14.4%
COc1ccccc1N1C(=O)NC(=O)/C(=C/c2ccc([N+](=O)[O-])s2)C1=O	-0.1%	0.5%	nt	-0.7	61	7.0%	1.6%	-6.3%	nt	-13.0%
C#CCNc1ccncc1S(=O)(=O)NC(=O)NC(C)C	0.4%	-3.2%	-3.0%	0.4	45	1.9%	-24.0%	12.8%	3.1%	-19.9%
CC(C)c1ccc(NC(=O)CCNC(=O)N2C[C@H]3C[C@@H](C2)c2cccc(=O)n2C3)cc1	-0.2%	-4.1%	2.5%	-3.6	96	16.1%	2.1%[20 µM]	3.2%	-2.2%	-6.2%
O=c1c2ccccc2nc(-c2ccco2)n1-c1nccs1	0.2%	8.0%	-0.2%	-0.3	54	0.0%	13.4%	3.3%	3.0%	-17.9%
CCCC1=C(C(=O)OCC)C2(C(=O)Nc3ccccc32)C(C#N)=C(N)O1 (centres undefined)	-0.1%	-4.1%	-0.1%	0.5	71	8.3%	6.9%	-2.8%	0.8%	1.4%
COc1ccc(OC)c(-n2c(O)c(/C=C3\C(C)=Nc4ccccc43)c(=O)[nH]c2=O)c1	-0.2%	-2.0%	nt	1.4	48	8.6%	30.4%	<0.5µM*	nt	6.6%
COc1ccccc1CC(=O)N1CCN(CCc2ccccc2)CC1	-0.1%	-5.0%	2.0%	0.4	65	5.3%	1.4%	7.0%	8.0%	-15.2%
CC1CN=C(NCc2ccccc2)S1 (centres undefined)	0.0%	1.7%	0.2%	-0.9	79	14.3%	-9.6%	-0.9%	7.2%	-13.6%
COc1cccc(NP(=O)(Oc2ccc(Cl)cc2)Oc2ccc(Cl)cc2)c1	-0.2%	3.5%	-0.8%[50 µM]	6.7	46	4.7%	-2.6%	3.0%	10.4%	-12.0%
Nc1ccc(C2(c3ccc(N)cc3)CCCCC2)cc1	-0.3%	0.2%	0.6%	0.7	51	-1.0%	-8.8%	-18.1%	7.6%	18.8%
COCCOC(=O)c1c(N)n(Cc2ccco2)c2nc3ccccc3nc12	-0.3%	-3.0%	-0.3%	-0.6	61	-12.3%	29.5%	-2.1%	2.6%	-15.0%
COc1cc(/C=C/[N+](=O)[O-])ccc1O	4.0%	0.7%	2.2%	24.0	82	0.4%	9.4%	-32.4%	?	-13.5%
CCC(Oc1cc(Cl)ccc1Cl)C(=O)N1CCC2(CC1)OCCO2 (centres undefined)	-0.2%	6.9%	1.7%	0.8	61	-0.3%	24.9%	16.6%	-6.5%	-32.5%
FC(F)(F)c1ccc2c(c1)ncn2C1CCN(Cc2nnnn2C2CCCCC2)CC1	-0.2%	nt	-0.5%	1.1	89	9.0%	nt	10.5%	4.2%	-22.3%
CN1CCc2nc3sc(C(=O)NC4CC4)c(N)c3cc2C1	0.2%	3.2%	0.1%	0.2	82	7.8%	-5.9%	12.2%	13.9%	26.3%

# A different layout for some results above.
CCC(Oc1cc(Cl)ccc1Cl)C(=O)N1CCC2(CC1)OCCO2 (centres undefined)
  GPR55 activation: -0.2%; KOR beta-arrestin-1: 6.9%; K1F lysis inhibition: 1.7%; NTR1 agonist: 0.8; NTR1 agonist cell count 20 µM: 61; GPR35 antagonists: -0.3%; KOR beta-arrestin-2: 24.9%; GPR55 antagonists: 16.6%; MgcRacGAP inhibition: -6.5%; NOD1 inhibition: -32.5%
FC(F)(F)c1ccc2c(c1)ncn2C1CCN(Cc2nnnn2C2CCCCC2)CC1
  GPR55 activation: -0.2%; KOR beta-arrestin-1: nt; K1F lysis inhibition: -0.5%; NTR1 agonist: 1.1; NTR1 agonist cell count 20 µM: 89; GPR35 antagonists: 9.0%; KOR beta-arrestin-2: nt; GPR55 antagonists: 10.5%; MgcRacGAP inhibition: 4.2%; NOD1 inhibition: -22.3%

# (continued)
Structure	GPR55 activation	KOR beta-arrestin-1	K1F lysis inhibition	NTR1 agonist	NTR1 agonist cell count 20 µM	GPR35 antagonists	KOR beta-arrestin-2	GPR55 antagonists	MgcRacGAP inhibition	NOD1 inhibition
O=C(O)CP(=O)(O)c1ccc(Cl)cc1	0.2%	11.4%	-0.2%	-0.1	45	13.4%	-2.3%	-5.5%	1.4%	-23.4%
CCC1C(c2ccccc2)NC(c2ccccc2)CC1(O)c1ccc(F)cc1 (centres undefined)	0.3%	1.1%	0.0%	6.9	49	3.5%	21.9%	33.2%	10.8%	-4.0%
COc1ccc(N2C(=O)/C(=C/c3ccc(C)o3)C(=O)NC2=S)c(OC)c1	-0.2%	-1.7%	1.2%	2.2	56	11.2%	-1.8%[20 µM]	12.0%	25.2%	-10.9%
COc1cc(CN2CCN(C(=O)COc3ccccc3)CC2)cc(OC)c1OC	-0.1%	0.4%	-0.1%	0.8	43	13.6%	-8.5%	10.2%	22.1%	-11.8%
CCCNC(=O)c1c(N)n(CC2CCCO2)c2nc3ccccc3nc12 (centres undefined)	-0.2%	4.8%	-0.6%	4.2	98	-12.0%	-51.1%	-4.1%	7.0%	-19.4%
CN1[C@@H]2CC[C@H]1CC(OC(=O)C1C=Nc3ccccc31)C2 (some centres undefined)	-0.1%	2.7%	4.8%	-1.2	55	-23.8%	-23.5%	0.8%	6.8%	-31.1%
CCCC[N+]12CCC(CC1)C(C(=O)c1cccs1)C2 (centres undefined)	0.3%	-1.5%	-0.1%	-1.0	69	6.7%	28.4%	22.9%	-8.2%	-3.4%
Cc1ccc(-c2nc3ccccc3c(=O)n2-c2ccc(O)cc2)cc1	-0.1%	-4.0%	-1.2%	-0.8	22	0.0%	21.9%[20 µM]	-4.7%	2.6%	-14.2%
COc1ccc(CCn2c(O)c(C=NCCN3CCCCC3)c(=O)[nH]c2=O)cc1OC	0.0%	-0.5%	0.8%	0.7	82	-17.6%	12.4%	10.1%	0.8%	-16.0%
CCC(=NCCN1CCCCC1)c1c(O)n(C)c(=O)n(C)c1=O	-0.1%	0.9%	0.5%	-1.8	42	-4.8%	7.2%	5.7%	9.0%	nt
O=C1C2CCCN2C(c2ccc(Cl)cc2)N1c1ccccn1 (centres undefined)	0.0%	1.7%	0.2%	-0.2	78	-8.1%	-40.6%	-8.2%	6.8%	12.0%
Cc1cccc(-n2c(O)c(C=NCc3cccnc3)c(=O)[nH]c2=O)c1C	0.6%	2.1%	-0.4%	-1.2	35	-9.0%	-15.2%	-12.6%	-0.9%	-17.4%
O=C(O)CC1OCC=C2CN3CCC45C6=CC(=O)C(=O)C([N+](=O)[O-])=C6NC4C1C2CC35 (centres undefined)	0.3%	3.6%	-1.7%[50 µM]	nt	nt	7.7%	1.1%	-2.6%	15.8%	-12.8%
CCN1C(=O)C(=Cc2c(C)n(CC(=O)NCC3CCCO3)c3ccccc23)C(=O)N(CC)C1=S (centres undefined)	-0.1%	-3.3%	0.6%[50 µM]	-0.9	51	-2.5%	16.3%	-10.4%	11.0%	9.6%
CCC(=NCC1CCCO1)c1c(O)[nH]c(=O)[nH]c1=O (centres undefined)	0.2%	0.3%	0.0%	0.8	39	-0.3%	-11.2%	17.6%	13.5%	-39.5%
Cc1cc(/C=C2/C(=O)NC(=O)N(Cc3ccco3)C2=O)c(C)n1-c1ccc(C(=O)O)cc1	0.2%	-2.7%	1.7%	1.2	39	-8.3%	13.1%[20 µM]	5.7%	17.6%	-14.5%
O=C(Nc1ccccc1OC(=O)N1CCOCC1)N1CCOCC1	-0.2%	1.4%	0.4%	-0.8	63	5.3%	-6.3%	14.8%	6.9%	-5.8%
CCCCN1C(=O)NC(=O)/C(=C/c2cnc(SC)nc2)C1=O	0.0%	-5.7%	0.1%	1.7	53	3.3%	2.1%	6.0%	16.2%	10.6%
Cc1[nH]c2ccccc2c1CCNCc1ccco1	-0.2%	-6.8%	0.4%	0.4	50	-5.2%	-30.2%	-11.6%	11.8%	2.4%
C=CCN1C(=O)C2(C(C(=O)OCC)=C(N)Oc3ccccc32)C2=C1CCCC2=O (centres undefined)	0.0%	-1.8%	0.3%	1.7	75	-1.8%	-8.6%	-6.3%	9.6%	1.8%
COc1ccc(-n2c(C)nc3ccccc3c2=O)c([N+](=O)[O-])c1	0.0%	-3.5%	0.8%	0.1	49	-1.1%	24.2%	9.7%	3.8%	0.0%
Cc1cccc(-n2c(-c3ccc([N+](=O)[O-])cc3)nc3ccccc3c2=O)c1	-0.2%	-1.9%	2.3%	1.3	96	2.3%	13.4%	-3.1%	9.5%	-23.6%
CCOc1ccc(C(C)=O)cc1Cc1c(O)[nH]c(=S)[nH]c1=O	-0.2%	-1.6%	-0.6%	-0.7	72	1.9%	-4.4%	-24.5%	19.4%	53.2%
CCOC(=O)C(O)(c1ccc(NC(=S)NC(=O)c2ccc(Cl)cc2Cl)cc1)C(F)(F)F (centres undefined)	0.3%	-4.6%	4.8%	19.2	74	-9.6%	-37.0%	2.1%	-0.3%	-6.5%
Clc1cccc(N2CCNCC2)c1Cl	-0.1%	-0.1%	-0.1%	1.4	99	-5.4%	29.1%	9.5%	6.2%	-34.6%
CCC(=NCCN1CCOCC1)c1c(O)n(-c2ccccc2C)c(=O)[nH]c1=O	0.3%	-7.2%	0.9%	0.1	88	-3.9%	-14.7%	2.3%	2.1%	-21.4%
C=CCOC(=O)C1=C(C)OC(N)=C(C#N)C12C(=O)N(CN1CCOCC1)c1ccccc12 (centres undefined)	-0.3%	13.4%	3.0%	-0.9	52	-7.8%	34.6%	-6.2%	5.4%	8.2%
COc1cc(OC)c(OC)cc1CNCCc1ccc2c(c1)OCO2	1.2%	-6.6%	-0.1%	-0.1	55	-1.3%	3.7%	14.0%	27.5%	-7.8%
Cc1cc(OCC(=O)N2CCC(C(N)=O)CC2)c2c3c(c(=O)oc2c1)CCCC3	-0.1%	0.7%	-0.5%	0.7	89	-9.7%	10.6%[20 µM]	-1.6%	-1.9%	-23.6%
CCOC(=O)c1c(C)n(CCN2CCN(C)CC2)c2ccc(OC)cc12	0.3%	-0.2%	13.4%	-3.6	90	10.9%	16.3%	14.4%	15.2%	-17.0%
CCOc1ccc(C2(C#N)CC[N+](C)(C)CC2)cc1	0.3%	4.7%	0.1%	-0.7	36	1.6%	-34.4%	15.5%	3.1%	-0.5%

# Screening data: PubChem BioAssay, several laboratories

# Not all compounds are listed; count on the stated rates, not on these rows.
